# Bioassay records (PubChem)
# Chronic BCR inh – qHTS Assay to Find Inhibitors of Chronic Active B-Cell Receptor Signaling | ABC-DLBCL IkBa-CBG/CBR reporter, luminescence ratio, 4 h | Potency, µM (highest dose often 46.1 µM), inactives show at the highest dose ratio change, negative = lower green/red ratio, usual class: inhibitors | 0.05% of 340,000 active; active means well fitted inhibition curve with a large enough effect in the signal ratio, with a control signal flat, not every such curve was filed as active; inconclusive means small, poorly fitted or top-dose-only effect, or effect the other way, or a change in a side signal; the % refers to the signal ratio;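 further: potency means the concentration at half of the fitted maximal effect; plate controls were basal doxycycline-induced cells for no effect and cells given 10 µM MG132 for full effect; MG132 reads +100%, hits lower the ratio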
#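 Cell line TMD8 (human ABC DLBCL), stably expressing tet-inducible CBG68-IkBa fusion and CBR; IMDM/0.5% FBS; cpd up to 46 uM; dox induction, 4 h, 37C/5% CO2; dual luminescence; green/red ratio; MG132 control.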
# Mito fusion act – qHTS Assay for Small Molecule Inhibitors of Mitochondrial Division or Activators of Mitochondrial Fusion; S. cerevisiae fusion-defective mutant growth rescue, CellTiterGlo 48 h; Potency, µM (titrated, usually from 46.1 µM), inactives show at the top dose growth rescue (activation), usual class: activators; 0.23% of 320,000 active; AID 485298, 2010;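 further: potency means the concentration at half of the fitted maximal effect; % of control where 0% means no effect; nearly all actives have a fitted effect of over 45% in size; temperature-sensitive fusion mutants such as fzo1-1 at 37 °C on non-fermentable ethanol glycerol medium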
#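 Luminescent cell viability in 1536-well qHTS format served as the measure of rescued growth in ts fusion-mutant S. cerevisiae cultured on non-fermentable YPEG for 48 hours at 37C.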
# uPA generation – qHTS for Inhibitors of Cell Surface uPA Generation; 0.31% of 330,000 active; cell surface uPA generation assay, qHTS; Potency, µM (titrated, usually from 38.3 µM), for the others: at the top dose activity change, negative = inhibition, most hits filed as inhibitors; AID 540303, 2011; active means well fitted inhibition curve with a large enough effect; inconclusive means small, poorly fitted or top-dose-only effect; inactive means no such curve, though single readings can be large or run the other way; tested in mouse RAW 264.7 cells; further: potency means the concentration at half of the fitted maximal effect; on the % scale 0 is the no-effect control and ±100 the full control effect; nearly all actives have a fitted effect of over 55% in size
# ELG1 DNA repair – qHTS screen for small molecules that inhibit ELG1-dependent DNA repair in human embryonic kidney (HEK293T) cells expressing luciferase-tagged ELG1; HEK293T ELG1-luciferase reporter, luminescence, 16 h; DNA damage induced by 5-fluorouridine; Potency, µM (doses to about 46.1 µM), without a hit: top-dose activity change, negative = inhibition, most hits filed as inhibitors; 2.3% of 330,000 active; AID 504467, 2011; further: potency means the concentration at half of the fitted maximal effect; on the % scale 0 is the no-effect control and ±100 the full control effect; nearly all actives have a fitted effect of over 55% in size
#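 HEK293T cells expressing luciferase-tagged ELG1 (2,000/well) received 5-Fluorouridine plus compound or DMSO for 16 hr at 37 °C. Luciferase was read by ONE-Glo luminescence after 30 min at room temperature.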
# TSG101-PTAP inh – qHTS Assay for Iinhibitors of HIV-1 Budding by Blocking the Interaction of PTAP/TSG101; Fluorescence polarization, FITC-PTAP peptide / Tsg101 binding; Potency, µM (top dose mostly 115 µM), for the others: at the top dose activity change, negative = inhibition, hits mostly inhibitors; Tumor susceptibility gene 101 protein (Homo sapiens), Q99816; 340,000 tested, under 10 active; active means well fitted inhibition curve with a large enough effect in the main read-out, with a control signal flat, not every such curve was filed as active; inconclusive means small, poorly fitted or top-dose-only effect, or effect the other way, or a change in a side signal; inactive means no such curve, though single readings can be large or run the other way; further: potency means the concentration at half of the fitted maximal effect; % of control where 0% means no effect
#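 Fluorescence anisotropy tracks displacement of a FITC-tagged PTAP peptide (50 nM) from the Tsg101 binding domain (10 uM), following a 20 min room-temperature incubation at pH 7.5.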
# TCR activator – Activators of T cell receptors: qHTS campaign. primary human leukocytes, anti-CD3, IL-2 HTRF, 48 h. 330,000 tested, under 10 active. Potency, µM (top dose mostly 9.22 µM), without a hit: at the highest dose activation of IL-2 secretion, usual class: activators; further: % of control where 0% means no effect
#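 Primary human leukocytes receive a-CD3 beads and test compound and are incubated 48 hr. Secreted IL-2 is then assayed by HTRF, measuring 665nm acceptor emission after 320nm excitation of the europium donor.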
# B2AR arrestin – qHTS assay of beta-arrestin-biased ligands of beta2-adrenergic receptor; Potency, µM (series often up to 46.1 µM), inactives show top-dose activation, hits mostly activators; 0.02% of 330,000 active; beta-arrestin recruitment to beta2AR, cell-based reporter; Beta-2 adrenergic receptor (Homo sapiens), P07550;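 further: potency means the concentration at half of the fitted maximal effect; 0% = DMSO controls and full agonism = EC100 isoproterenol or metaproterenol; nearly all actives have a fitted effect of over 65% in size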
# Target sequence (P07550 whole entry, looked up): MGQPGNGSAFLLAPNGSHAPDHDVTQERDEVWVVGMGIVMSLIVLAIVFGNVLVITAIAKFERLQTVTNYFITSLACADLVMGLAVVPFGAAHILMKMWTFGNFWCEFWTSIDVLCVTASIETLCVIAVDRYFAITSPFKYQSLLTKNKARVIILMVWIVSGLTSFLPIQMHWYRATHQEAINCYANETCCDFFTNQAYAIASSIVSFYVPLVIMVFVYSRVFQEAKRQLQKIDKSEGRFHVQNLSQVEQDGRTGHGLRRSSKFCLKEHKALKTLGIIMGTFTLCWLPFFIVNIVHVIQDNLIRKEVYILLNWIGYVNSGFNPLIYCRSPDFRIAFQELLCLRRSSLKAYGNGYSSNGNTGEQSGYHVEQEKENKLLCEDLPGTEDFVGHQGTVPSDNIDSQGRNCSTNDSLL
# Tb PFK inh – qHTS Assay to Find Inhibitors of T. brucei phosphofructokinase. ATP-dependent 6-phosphofructokinase (Trypanosoma brucei brucei), O15648. T. brucei PFK, ADP-Glo luminescence. Potency, µM (titrated, usually from 57.5 µM), inactives show at the top dose activity, negative = inhibition, hits mostly inhibitors. 0.17% of 330,000 active;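 further: potency means the concentration at half of the fitted maximal effect; 0% = uninhibited 1x PFK enzyme wells and -100% = no-enzyme wells; nearly all actives have a fitted effect of over 60% in size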
#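 Activity is normalized to no-enzyme wells (full inhibition) and 1.25 nM enzyme wells (no inhibition). Reaction: 0.5 mM F6P, 0.1 mM ATP, 45 min RT, ADP-Glo luminescence; concentration-response curves fitted and classed by quality.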
# TSHR antagonist – Antagonists of the Thyroid Stimulating Hormone Receptor: HTS campaign | TSHR-expressing cells, TSH-stimulated cAMP HTRF, 2 h; stronger effect = lower value | 0.2% of 330,000 active | Thyrotropin receptor (Homo sapiens), P16473 | activity change, negative = inhibition, % at 11.5 µM | AID 504810, 2011;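 active means activity change below a set negative limit, meaning inhibition stronger than a set level, cut at about -70% in these data; inconclusive means activity change between two set negative limits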; further: on the % scale 0 is the no-effect control and ±100 the full control effect
#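 Freshly harvested TSHR cells receive pin-tooled compound, then EC80 TSH at 4nM final. After 2 hours at 37 deg C, antibody in lysis buffer and cAMP-d2 are added; 30 minutes at ambient temperature precede the HTRF read.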
# Eya2 phos inh – qHTS Assay for Inhibitors of the Phosphatase Activity of Eya2; Protein phosphatase EYA2 (Homo sapiens), O00167; recombinant Eya2, OMFP fluorescence dephosphorylation (OMFP is methylfluorescein phosphate); Potency, µM (series often up to 76.9 µM), inactives show at the highest dose activity, negative = inhibition, usual class: inhibitors; 0.006% of 330,000 active; further: potency means the concentration at half of the fitted maximal effect; on the % scale 0 is the no-effect control and ±100 the full control effect
#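 Eya2 (0.2 uM) preincubated 10 min at ambient with compound, then OMFP substrate added at 50 uM; 10 min reaction in 50 mM HEPES pH 7.5, 50 mM NaCl, 5 uM MgCl2, 0.05% BSA, 1 mM DTT. Fluorescence read at Ex 485/Em 525 nm.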
# USP2a inh – qHTS Assay for Inhibitors of Ubiquitin-specific Protease USP2a Using CHOP2 as the Reporter. AID 463254, 2010. 0.01% of 330,000 active. Potency, µM (highest dose often 38.3 µM), for the others: top-dose activity change, negative = inhibition, hits mostly inhibitors. USP2 core, Ub-CHOP2 coupled fluorogenic reporter, 485/531;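 further: potency means the concentration at half of the fitted maximal effect; plate controls were DMSO wells for no effect and full inhibition by NEM control for full effect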
# Target sequence (O75604 whole entry, looked up): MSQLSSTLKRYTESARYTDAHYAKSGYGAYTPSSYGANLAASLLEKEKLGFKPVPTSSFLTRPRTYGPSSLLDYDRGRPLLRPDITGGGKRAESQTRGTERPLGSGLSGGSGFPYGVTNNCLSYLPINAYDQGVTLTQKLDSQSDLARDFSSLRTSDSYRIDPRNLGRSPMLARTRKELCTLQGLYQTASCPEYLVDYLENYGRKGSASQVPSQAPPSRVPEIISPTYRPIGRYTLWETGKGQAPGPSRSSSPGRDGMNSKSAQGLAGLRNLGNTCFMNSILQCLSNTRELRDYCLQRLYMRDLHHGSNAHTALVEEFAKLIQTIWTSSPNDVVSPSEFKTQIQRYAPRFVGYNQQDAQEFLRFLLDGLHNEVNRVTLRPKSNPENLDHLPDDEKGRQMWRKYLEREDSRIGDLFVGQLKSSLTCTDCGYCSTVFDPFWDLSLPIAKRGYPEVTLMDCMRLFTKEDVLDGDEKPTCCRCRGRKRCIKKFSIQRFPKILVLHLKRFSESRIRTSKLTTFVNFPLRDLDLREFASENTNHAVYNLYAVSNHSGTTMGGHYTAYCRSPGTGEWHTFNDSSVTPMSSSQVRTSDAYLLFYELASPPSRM
#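 Deubiquitinase activity read as fluorescence (485/531 nm) after Ub-CHOP2 cleavage activates the enterokinase reporter on its substrate; USP2 core 10nM, Ub-CHOP2 and substrate 25nM each, 30min compound preincubation then 60min RT; data normalized to NEM, curves fitted.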
# Numbers without * were called inactive; ? = inconclusive; . = no result given; [ ] = remark or other dose. Unless noted, the call rests on the fitted dose curve; in most records, active means well fitted curve in the direction sought with a large enough effect; inconclusive means small, poorly fitted or top-dose-only effect, or another doubt; inactive means no such curve, though single readings can be large; an effect the other way counts as inactive or inconclusive.
mol	Chronic BCR inh	Mito fusion act	uPA generation	ELG1 DNA repair	TSG101-PTAP inh	TCR activator	B2AR arrestin	Tb PFK inh	TSHR antagonist	Eya2 phos inh	USP2a inh
COc1ccc(/C=N/NC(=O)c2cnccn2)cc1O	?	-13%	-1%	?	0%	-1%[46.1 µM]	-1.8%	13%	-4	3%	-1%
COc1ccc(C(=O)Nc2ccc(NC(=O)c3ccccn3)cn2)cc1	?	9%	-9%	?	-7%	3%	0.0%	3%	0	9%	1%
CC(=O)c1c(C)[nH]c(C(=O)COC(=O)c2c(C)noc2C)c1C	2%	-5%	8%	-13%	-7%	-14%	-0.5%	1%	-5	-8%	3%
CC(C)(C)n1nnnc1C(c1cccc(C(F)(F)F)c1)N1CCC(O)CC1 (configuration not stated)	-2%	-7%	-76%	38%	1%	1%	-0.3%	-2%	26	-5%	3%
Cc1cc(C)n2c(SCC(=O)NCc3ccco3)nnc2n1	0%	-4%	4%	9%	1%	0%	-0.9%	-1%	-3	1%	0%
CCOc1ccccc1N1CCN(C(=O)c2ccc(NS(=O)(=O)c3ccc4[nH]c(=O)[nH]c4c3)cc2)CC1	-7%	-7%	8%	13%	-12%	8%	?	-5%	-1	6%	0%
CN(C)C(CNC(=O)c1cc(S(=O)(=O)N(C)Cc2ccccc2)ccc1Cl)c1ccco1 (configuration not stated)	-1%	-2%	-1%	-24%	1%	-7%	-0.9%	6%	-6	8%	0%
CCOc1ccc(NC(=O)c2ccc(Cn3nc(C)cc3C)o2)cc1	-9%	2%	7%	-6%	-9%	-6%	8.2%	1%	6	-1%	1%
COC(=O)[C@@H](NC(=O)NC(C)CCc1ccccc1)C(C)C (some centres not stated)	0%	7%	7%	-2%	-1%	1%	-0.6%	5%	-7	2%	0%
COc1ccc(-c2cn3cccc(C)c3n2)cc1Br	?	15%	-6%	?	-3%	-1%[46.1 µM]	0.0%	2%	-4	-4%	1%
CC(=O)Nc1ccc(S(=O)(=O)Oc2ccccc2N2CCCCC2)cc1	-11%	17%	2%	8.2µM*	-1%	2%	-0.8%	0%	-3	0%	-5%
O=[N+]([O-])c1ccc(N2CCc3ccccc3C2)cc1	0%	-8%	-11%	?	0%	.	5.9%	1%	13	-11%	-1%
COc1ccc(CNC(=O)c2cccc(S(=O)(=O)N3CCCCC3)c2)cc1OC	-1%	-4%	-23%	?	2%	-1%	0.1%	-8%	-34	11%	1%
COc1ccccc1CCC(=O)NNC(=O)c1cccs1	?	.	-1%	20%	-5%	6%[46.1 µM]	0.0%	7%	4	4%	4%
CCOc1ccc(OCCC(=O)N(CCC(C)C)c2c(N)n(Cc3ccccc3)c(=O)[nH]c2=O)cc1	15%	8%	13%	-17%	2%	-10%	-1.0%	-2%	15	-18%	0%
COc1ccccc1C(=O)COC(=O)C1CCN(S(=O)(=O)c2ccc(C)c(C)c2)CC1	9%	6%	7%	?	0%	3%	0.0%	-15%	-1	8%	-1%
COc1ccc(C(=O)N2CCc3ccccc32)cc1	-5%	1%	-6%	?	-4%	-2%[46.1 µM]	0.0%	-4%	-2	4%	0%
O=C(Cn1c2ccccc2c(=O)c2ccccc21)N/N=C/c1cc([N+](=O)[O-])ccc1N1CCCCCC1	-7%	3%	2%	?	2%	-7%	0.0%	0%	-9	6%	1%
COc1cc(NC2c3ccccc3C(=O)N2c2ccc(C)cn2)cc(OC)c1OC (configuration not stated)	8%	15%	-10%	?	-5%	2%[46.1 µM]	0.3%	-7%	-5	3%	0%
COc1ccc(C(C(=O)NCc2ccccc2)N(Cc2ccco2)C(=O)c2cnccn2)cc1 (configuration not stated)	0%	-1%	-3%	13%	-2%	0%	0.0%	0%	21	-1%	1%
COC(=O)CC1SC(=O)NC1=Nc1ccc(O)cc1 (configuration not stated)	-2%	-1%	9%	0%	0%	-1%	-0.5%	1%	-12	4%	6%
Cc1ccc(C2=Nc3ccc(Br)cc3C(c3ccncc3)=NN2)cc1	9%	11%	5%	?	-2%	0%	-0.8%	4%	-13	-11%	2%
Cc1cc(C)c(OCCCON2C(=O)CCC2=O)c(Br)c1	-2%	1%	12%	11%	0%	1%	0.1%	2%	-3	1%	1%
O=C(CN1CCN(Cc2ccc(Cl)cc2)CC1)N1CCc2ccccc21	3%	-29%	0%	-15%	0%	0%	0.1%	1%	-4	-3%	0%
CC(NC(=O)C(c1ccccc1)c1ccccc1)c1ccc(S(N)(=O)=O)cc1 (configuration not stated)	-1%	-5%	6%	5%	-7%	5%	0.0%	0%	9	-1%	-1%
CCCN1C(=O)CN(C2CCCCCC2)C(=O)C1c1ccc(C)cc1 (configuration not stated)	1%	4%	-1%	-2%	-10%	.	-0.3%	1%	-6	8%	2%
COc1ccc(N2C(=O)NC(NS(=O)(=O)c3ccc(Cl)cc3)(C(F)(F)F)C2=O)cc1 (configuration not stated)	7%	-3%	4%	-1%	1%	3%	0.3%	-5%	-105*	1%	2%
COc1ccc(Cl)cc1C(=O)Nn1cnnc1	0%	0%	-4%	0%	-6%	.	4.1%	-9%	-21	6%	0%
COc1ccc(Nc2nnc(C)c3ccccc23)cc1C(N)=O	?	0%	1%	14%	-8%	6%	-0.1%	1%	4	-5%	-1%
Cc1ccc(OCC(=O)N(C)CCc2ccccn2)cc1	4%	3%	.	-5%	-7%	-22%	-0.4%	2%	1	7%	1%
CCn1c(=O)c(=O)[nH]c2c(=O)oc3ccc(S(=O)(=O)Nc4ccccc4)cc3c21	-4%	-10%	8%	0%	-1%	-1%	-0.1%	7%	-16	-1%	4%
COc1ccc(C(C(=O)NCC2CCCO2)N(Cc2ccccc2)C(=O)CNC(=O)c2ccco2)cc1OC (configuration not stated)	4%	-3%	-4%	4%	1%	-20%	-0.3%	-1%	-18	-14%	-4%
Cc1cc2ccccc2cc1CN1CCCCC1	1%	1%	11%	-2%	-3%	-4%	-0.4%	0%	11	-4%	-2%
COc1ccc2sc(-c3ccc(S(C)(=O)=O)cc3)c(-c3ccc4c(c3)OCCO4)c2c1	1%	.	11%	5%	.	10%	-0.1%	3%	27	21%	1%
C=CCn1c(SCC(=O)NC23CC4CC(CC(C4)C2)C3)nc2cc(C(=O)O)ccc2c1=O	?	-2%	-2%	-15%	-5%	-2%	-0.1%	-2%	0	9%	0%
COc1ccc(NC(=O)C/C(C)=N/NC(=O)C(=O)NC(C)C)c(OC)c1	?	-9%	-7%	-3%	1%	.	-0.3%	-22%	8	1%	3%
O=C(NCc1ccccc1)C(c1ccncc1)N(C(=O)c1csnn1)c1cccc(F)c1 (configuration not stated)	-3%	5%	1%	9%	-1%	1%	3.8%	1%	3	-2%	1%
CCNC(=S)Nc1sc2c(c1C#N)CCC(C)C2 (configuration not stated)	9%	4%	-2%	20%	0%	0%	-0.9%	2%	-14	-10%	-8%
Cc1cc2nc3c(c(C(F)(F)F)n2n1)CCCC3	?	-3%	.	?	-2%	-11%	0.2%	3%	6	1%	1%
COc1ccc(CCN=C(N)NS(=O)(=O)c2ccc(C)c(C)c2)cc1	-27%	10%	-2%	-16%	-5%	-2%	0.0%	-4%	11	-1%	0%
CCOc1ccccc1NC(=O)CN1CCCCCC1	1%	-1%	5%	-8%	1%	3%	0.4%	-2%	-3	5%	-1%
COc1ccc(N2CCN(c3cc(C)c4cccc(C)c4n3)CC2)cc1	1%	2%	6%	-13%	1%	.	0.0%	-1%	-10	10%	-1%
CCOC(=O)c1ccc(NC(=O)c2c(NC(=O)CCC(=O)O)sc3c2CCCCC3)cc1	?	-4%	1%	?	-2%	2%	0.2%	2%	-10	3%	6%
